SMARCA2 act: increases SMARCA2 function in MMTV reporter cells. MG213 cells, MMTV-luciferase reporter, dexamethasone, overnight. activation, % at 9.1 µM. 1% of 370,000 active; in the data active means activation above about 7.8%;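 further: 0% = vehicle wells and 100% = reference activator wells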
PLCg1 inh: blocks human PLC-gamma1 enzyme activity. 0.84% of 370,000 active. P19174. inhibition, % at 12.2 µM. purified PLC-gamma1, fluorogenic substrate, fluorescence. AID 720700; in the data active means inhibition above about 9.5%
DAX1 inh-1: inhibitors of human orphan nuclear receptor DAX1 (NR0B1); P51843; HEK293 Gal4-DAX1 luciferase reporter, luminescence; inhibition, % at 6.75 µM; 0.99% of 340,000 active; AID 504766;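 active means inhibition above the mean over all tested compounds plus 3 SD, cut at about 4.2% in these data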;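 further: 0% = DAX1-transfected cells with DMSO and 100% = empty-vector control cells with DMSO; inhibition shows as a rise in luminescence from relieved DAX1 repression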
hgDAF12 agonist: hgDAF-12 agonism, primary luciferase screen | HEK293 GAL4-hgDAF12 UAS-luciferase reporter, agonist luminescence; normalized to butyrate control | activation, % at 6.8 µM | 1.8% of 370,000 active | AID 687014;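 active means activation above a cutoff set at the mean of all screened compounds plus 3 SD, cut at about 10% in these data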;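 further: 0% = DMSO wells and 100% = sodium butyrate wells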
hcDAF12 agonist: H. contortus DAF-12 activation, primary screen; AID 652067; activation, % at 6.8 µM; 1.4% of 370,000 active; HEK293 hcDAF-12 lit1-tk-luc reporter, luminescence; 0% DMSO, 100% Δ7-dafachronic acid;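 active means activation above the mean of all tested compounds plus 3 SD, cut at about 5.5% in these data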;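 further: 100% = response to 3 µM Δ7-dafachronic acid high control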
Rev-erbA mod: modulates human Rev-erb alpha binding to DNA; P20393; Rev-erbα–FITC-DNA binding, fluorescence polarization, 90 min; activity, % at 10 µM; 0.79% of 370,000 active;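 active means activity above about 14%, limit read from the data; passing the limit was not always enough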;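 further: 0% = DMSO wells with 35 nM protein and 100% = DMSO wells with 750 nM protein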
MBD2 inh: blocks human MBD2 binding to methylated DNA; 0.31% of 370,000 active; Q9UBB5; TR-FRET, MBD2 binding to methylated oligonucleotide; inhibition, % at 4.4 µM; in the data active means inhibition above about 13%
ssDAF12 agonist: activators of S. stercoralis DAF-12 nuclear receptor. 1% of 370,000 active. AID 652126. activation, % at 6.8 µM. HEK293 ssDAF-12/GRIP1 lit1-tk-luc reporter, luminescence; % of 3 µM dafachronic acid response;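 active means activation above the mean over all tested compounds plus 3 SD, cut at about 0.9% in these data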;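 further: 0% = DMSO-only wells and 100% = 3 µM delta7-dafachronic acid wells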
PLCb3 inh: PLC-beta3 (human) inhibition, primary screen; Purified PLC-beta3, fluorogenic substrate, fluorescence; inhibition, % at 12.2 µM; 0.18% of 370,000 active; AID 720704; in the data active means inhibition above about 11%;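 further: 0% = median of compound wells on plate and 100% = full blocker control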
Target sequence (Q01970 whole entry, looked up): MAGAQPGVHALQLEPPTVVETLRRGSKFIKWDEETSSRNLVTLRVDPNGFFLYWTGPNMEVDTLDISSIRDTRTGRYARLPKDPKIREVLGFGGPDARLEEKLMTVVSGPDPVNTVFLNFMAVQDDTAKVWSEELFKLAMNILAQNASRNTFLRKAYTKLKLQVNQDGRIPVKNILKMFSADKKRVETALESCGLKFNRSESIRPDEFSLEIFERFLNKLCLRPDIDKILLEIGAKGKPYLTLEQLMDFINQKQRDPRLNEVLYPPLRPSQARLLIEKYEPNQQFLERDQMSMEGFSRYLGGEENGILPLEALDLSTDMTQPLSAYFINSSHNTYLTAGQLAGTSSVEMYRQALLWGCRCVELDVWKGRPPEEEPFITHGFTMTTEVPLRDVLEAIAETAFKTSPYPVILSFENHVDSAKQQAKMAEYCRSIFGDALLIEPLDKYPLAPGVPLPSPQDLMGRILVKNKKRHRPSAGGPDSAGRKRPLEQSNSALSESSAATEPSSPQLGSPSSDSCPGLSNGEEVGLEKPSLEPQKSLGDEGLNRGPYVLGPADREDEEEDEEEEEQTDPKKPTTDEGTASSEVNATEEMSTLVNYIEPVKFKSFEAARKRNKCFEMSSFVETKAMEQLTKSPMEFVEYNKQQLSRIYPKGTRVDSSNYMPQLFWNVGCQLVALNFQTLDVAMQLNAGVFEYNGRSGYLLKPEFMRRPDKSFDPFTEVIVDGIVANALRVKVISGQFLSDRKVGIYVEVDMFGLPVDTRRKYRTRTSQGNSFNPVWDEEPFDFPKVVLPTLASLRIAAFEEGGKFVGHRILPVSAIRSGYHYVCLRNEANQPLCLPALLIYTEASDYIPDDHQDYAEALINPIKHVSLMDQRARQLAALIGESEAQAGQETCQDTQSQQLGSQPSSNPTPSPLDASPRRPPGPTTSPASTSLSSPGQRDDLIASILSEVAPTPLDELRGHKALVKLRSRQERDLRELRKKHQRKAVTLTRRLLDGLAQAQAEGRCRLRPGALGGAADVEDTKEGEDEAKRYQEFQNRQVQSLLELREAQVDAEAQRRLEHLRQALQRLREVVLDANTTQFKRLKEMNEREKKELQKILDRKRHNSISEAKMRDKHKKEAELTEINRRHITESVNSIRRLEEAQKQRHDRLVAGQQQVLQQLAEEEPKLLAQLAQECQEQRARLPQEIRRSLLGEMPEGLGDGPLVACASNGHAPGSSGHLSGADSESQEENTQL
ADAM17 inh: inhibitors of human ADAM17; P78536; 0.83% of 370,000 active; inhibition, % at 6.95 µM; recombinant ADAM17, EDANS/DABCYL FRET peptide cleavage;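 active means inhibition above the mean of compounds lying between control limits plus 3 SD, set per campaign, cut at about 8.5% in these data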;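 further: 0% = DMSO-only wells as the low control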
DAX1 inh-2: DAX1 (NR0B1) inhibition, primary screen. 1.1% of 370,000 active. AID 652010. inhibition, % at 6.8 µM. HEK293T StAR-luciferase reporter, SF-1/DAX-1 repression relief;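 active means inhibition above the mean over all tested compounds plus 3 SD, cut at about 3.6% in these data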;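 further: 0% = DAX-1 cells with DMSO and 100% = cells lacking DAX-1 with DMSO; higher inhibition means more luminescence from relief of DAX-1 repression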
* hit, by the source's call; / = not tested or not shown.

Below each SMILES – SMARCA2 act | PLCg1 inh | DAX1 inh-1 | hgDAF12 agonist | hcDAF12 agonist | Rev-erbA mod | MBD2 inh | ssDAF12 agonist | PLCb3 inh | ADAM17 inh | DAX1 inh-2
- Nc1cccnc1Oc1ccccc1F
    -1 | 1 | 2.8 | -0.1 | 0.5 | 0 | -1 | -2.2 | -3 | -1 | -0.4
- Cn1c(=O)ccc2ccccc21
    1 | 4 | / | -1.5 | 2.8 | 5 | 0 | -1.1 | 5 | -2 | 0.3
- COC(C(=O)Nc1ccnn1C1CCN(Cc2cnn(C)c2)CC1)c1ccccc1 (stereo not drawn)
    -1 | 6 | 1.2 | 1.6 | -1.4 | 5 | 2 | -0.8 | -7 | -4 | -0.1
- CN(CCc1ccccn1)C(=O)CC1C(=O)NCCN1Cc1ccc(-c2ccccc2)cc1 (stereo not drawn)
    -3 | 6 | -0.3 | 1.4 | -0.6 | -1 | -2 | -1.4 | -6 | -2 | 0.9
- Cc1ccccc1OCC(=O)Nc1nnc(C2CC2)s1
    1 | 1 | -0.8 | 2.2 | 0.5 | 1 | 0 | -1.3 | -3 | -1 | -0.1
- COC(=O)c1cc(S(=O)(=O)N2c3ccccc3CC2C)c[nH]1 (stereo not drawn)
    0 | 1 | -0.2 | -1.7 | -2.1 | -2 | 0 | 0.5 | -6 | -1 | -0.4
- Cc1c(NC(=O)c2c(F)c(F)c(F)c(F)c2F)c(=O)n(-c2ccccc2)n1C
    -2 | 4 | -1.2 | 2.4 | -2.2 | 3 | -1 | -1.2 | 0 | -2 | -0.2
- Cc1ccc(N2C(=O)CC(NNC(=O)c3cccc(S(=O)(=O)N4CCCC4)c3)C2=O)cc1 (stereo not drawn)
    -4 | -1 | -0.2 | -0.5 | 0.9 | 1 | 4 | -1.2 | 0 | -3 | 1.8
- COc1cc2c(cc1OC)C(=S)NC1(CCCC1)C2
    3 | -1 | 0.8 | 2.9 | 1.6 | -1 | 3 | -0.4 | 0 | -2 | 0.5
- Cc1cccc(-c2cccc(NC(=O)C3CCCN(C(=O)c4csc(C)n4)C3)c2)c1 (stereo not drawn)
    2 | 1 | -2.4 | -6.5 | -5.0 | 1 | -6 | -1.9 | -6 | 6 | -1.2
- CC1(C(=O)NS(=O)(=O)C2CC2)CCCN(C(=O)c2ccccc2)C1 (stereo not drawn)
    -1 | 1 | / | 1.3 | -1.0 | -2 | -2 | -1.0 | 3 | -5 | 0.1
- Cc1cccc(-n2c(CNC(=O)c3cccc([N+](=O)[O-])c3C)n[nH]c2=S)c1
    6 | -1 | 3.5 | -4.0 | -0.2 | 5 | 5 | -1.6 | -4 | 1 | -0.1
- CN(C)c1ccc(/C=N/NC(=O)C(O)(c2ccccc2)c2ccccc2)o1
    -2 | -13 | 0.0 | 0.7 | -1.4 | -8 | 0 | -1.0 | -18 | -3 | 1.1
- O=C(CSc1nc2ccc(NC(=O)c3ccccc3C(=O)O)cc2s1)Nc1ccc(F)c([N+](=O)[O-])c1
    1 | 5 | -1.8 | 3.3 | 0.3 | -2 | 2 | -0.3 | -9 | 9.3* | -0.1
- CCc1nc2c(c(SC)nn2-c2ccccc2)c(N)c1C(=O)OC
    3 | -1 | 1.5 | -0.9 | -0.9 | 26* | 0 | -0.7 | 0 | 0 | 0.2

Next compounds.
Below each SMILES – SMARCA2 act | PLCg1 inh | DAX1 inh-1 | hgDAF12 agonist | hcDAF12 agonist | Rev-erbA mod | MBD2 inh | ssDAF12 agonist | PLCb3 inh | ADAM17 inh | DAX1 inh-2
- COc1ccc(N2CCN(CCOc3ccc4c(C)cc(=O)oc4c3)CC2)cc1
    -5 | -5 | -1.5 | 0.7 | -1.8 | 2 | 4 | -1.3 | -2 | -9 | -0.3
- Nc1nc(Nc2ccc(Cl)cc2)nc(NCCO)c1[N+](=O)[O-]
    0 | 5 | / | -0.9 | 1.4 | 2 | 3 | -1.1 | -1 | 1 | -0.6
- Cc1ccc(S(=O)(=O)N2CCOCC2)cc1NC(=O)COC(=O)c1cnc(Cl)c(Cl)c1
    0 | -1 | -0.6 | -3.1 | -0.2 | -1 | 1 | -1.1 | -6 | -2 | 1.3
- COc1ccc(C)cc1NC(=O)C(OC(=O)Cn1cnc2c1c(=O)n(C)c(=O)n2C)c1ccccc1 (stereo not drawn)
    -3 | 1 | -1.0 | -1.1 | -1.2 | -5 | 5 | -1.5 | -10 | -2 | -0.5
- CCn1c(Cc2ccccc2)nnc1SCC(=O)Nc1ccccc1O
    -2 | 2 | 3.5 | 1.3 | -1.9 | -3 | 5 | -0.6 | 1 | -5 | 0.8
- O=C(CCCCl)NC(=S)Nc1cc(C(F)(F)F)ccc1N1CCOCC1
    -5 | 0 | 0.1 | 0.8 | -0.3 | 2 | 2 | -1.7 | 1 | 5 | -1.3
- CCCCc1cc(=O)oc2cc(C)cc(OCC(=O)N3C[C@H]4C[C@@H](C3)c3cccc(=O)n3C4)c12
    0 | -39 | 7.0* | 0.9 | -0.8 | -5 | 2 | -1.0 | -51 | -28 | 0.9
- CCN(CC)S(=O)(=O)c1ccc(N2CCOCC2)c(NS(=O)(=O)c2cc(C(C)(C)C)ccc2C)c1
    -3 | 12* | -0.7 | -1.9 | -2.7 | -7 | 1 | -1.4 | 6 | 17* | 0.1
- CCOC(=O)c1sc(=S)n(-c2ccc(C)cc2)c1N
    1 | 1 | -0.4 | -4.0 | 2.4 | 2 | -4 | -1.6 | -2 | 3 | -1.5
- CC(NC(=O)c1ccc(=O)oc1)c1ccccc1 (stereo not drawn)
    2 | 2 | -0.1 | -2.5 | -1.1 | 5 | -5 | -1.2 | 1 | -12 | 0.5
- CC(C)CNC(=S)NNC(=O)c1csc2ccccc12
    0 | 0 | 1.6 | 2.0 | -0.2 | 2 | 5 | -1.5 | -2 | -1 | 0.5
- CCC(C)(C(=O)Nc1ccccc1C)N(C(=O)CNC(C)=O)c1ccccc1C (stereo not drawn)
    0 | 1 | -1.1 | -1.7 | 0.3 | -7 | 2 | -1.7 | -1 | 1 | 0.6
- CCOC(=O)C(Cc1ccccc1)c1ccnc2nc(N)nn12 (stereo not drawn)
    2 | -16 | 0.9 | 0.5 | 1.5 | -4 | -1 | -1.3 | -17 | -30 | 0.2
- O=C(C1CCN(S(=O)(=O)c2ccc3c(c2)OCCO3)CC1)N1CCc2ccccc21
    -1 | 2 | -1.4 | -2.7 | -2.5 | -6 | 2 | -1.6 | 1 | -3 | -0.9
- Cc1nn(C(C)(C)C)c(OC(=O)CC(C)C)c1S(=O)(=O)c1ccccc1
    -1 | -1 | 0.7 | -1.7 | -2.0 | 1 | -1 | -0.6 | 0 | 2 | 0.3

More entries
Below each SMILES – SMARCA2 act | PLCg1 inh | DAX1 inh-1 | hgDAF12 agonist | hcDAF12 agonist | Rev-erbA mod | MBD2 inh | ssDAF12 agonist | PLCb3 inh | ADAM17 inh | DAX1 inh-2
- COc1cc(C(=O)N(C)C2CCCN(Cc3ccccc3F)C2)cc(OC)c1OC (stereo not drawn)
    1 | 1 | -0.6 | 0.3 | -1.3 | 4 | -7 | -0.1 | 0 | -3 | 0.0
- Cc1cc(=O)[nH]c(SCC(=O)N2CCC(C(N)=O)CC2)n1
    -2 | 0 | 0.7 | -1.2 | -1.1 | 1 | 7 | -1.2 | -1 | -2 | 0.8
- OCCOc1ccc(C2=NCCO2)cc1
    -3 | -2 | -0.1 | 2.0 | 2.6 | 7 | 1 | -0.9 | 2 | 1 | 1.4
- COc1ccc(NC(=O)NS(=O)(=O)c2ccc(C)cc2)cc1OC
    0 | -21 | 1.2 | -2.6 | -0.9 | -4 | -6 | -1.2 | -29 | -1 | -1.2
- COC(=O)C1SCC2C(=O)N(Cc3ccc(Cl)c(Cl)c3)CC(=O)N21 (stereo not drawn)
    -3 | 1 | 0.0 | -2.6 | -2.2 | -6 | 2 | -0.6 | -2 | -3 | -0.6
- O=C(CSc1nnc(CNC(=O)c2ccccc2F)o1)NCC1CCCO1 (stereo not drawn)
    -3 | 0 | -0.1 | 0.3 | -2.0 | 1 | 0 | -0.2 | -3 | -3 | -0.7
- CO/N=C(/CNC(=O)c1ccc(Cl)cc1Cl)c1ccc(Cl)cc1
    0 | 1 | 0.4 | -2.7 | 0.1 | 3 | 1 | -1.0 | 1 | -1 | -0.4
- Cc1onc(-c2ccccc2Cl)c1C(=O)Nc1sc2c(c1C#N)CCC2
    -4 | -21 | -1.6 | -1.7 | 0.0 | 2 | 0 | -1.6 | -31 | -2 | -1.4
- COc1cc(C2NC(=O)NC(c3ccccc3)=C2C(C)=O)c(Br)cc1OCC(N)=O (stereo not drawn)
    -1 | 1 | 0.7 | 0.8 | -1.1 | 0 | 3 | -1.3 | -7 | -4 | 0.0
- Cc1cc(Cc2ccc([N+](=O)[O-])cc2)c(C)cn1
    2 | 2 | -1.4 | -1.5 | -2.0 | -3 | -1 | -1.3 | -5 | -2 | -1.0
- Cc1cc(C)c(NC(=O)CN(C)C(=O)CCN2C(=O)C3CCCCC3C2=O)c(C)c1 (stereo not drawn)
    -2 | 1 | -0.6 | -2.6 | 0.6 | -4 | -4 | -0.8 | 1 | -3 | 0.8
- Cc1ccc(-c2nc3ncccc3o2)cc1N
    7 | -138 | 0.0 | 6.6 | 5.8* | -5 | 2 | -0.7 | -200 | -3 | 0.8
- CCOC(=O)N/N=C/c1c(C)nn(-c2cccc(C(F)(F)F)c2)c1Cl
    -2 | -1 | -1.8 | -1.6 | -5.1 | 1 | -4 | -1.7 | 1 | -1 | -2.1

Compounds listed so far with an aryl methoxy group (6):
Below each SMILES – SMARCA2 act | PLCg1 inh | DAX1 inh-1 | hgDAF12 agonist | hcDAF12 agonist | Rev-erbA mod | MBD2 inh | ssDAF12 agonist | PLCb3 inh | ADAM17 inh | DAX1 inh-2
- COc1cc2c(cc1OC)C(=S)NC1(CCCC1)C2
    3 | -1 | 0.8 | 2.9 | 1.6 | -1 | 3 | -0.4 | 0 | -2 | 0.5
- COc1ccc(N2CCN(CCOc3ccc4c(C)cc(=O)oc4c3)CC2)cc1
    -5 | -5 | -1.5 | 0.7 | -1.8 | 2 | 4 | -1.3 | -2 | -9 | -0.3
- COc1ccc(C)cc1NC(=O)C(OC(=O)Cn1cnc2c1c(=O)n(C)c(=O)n2C)c1ccccc1 (stereo not drawn)
    -3 | 1 | -1.0 | -1.1 | -1.2 | -5 | 5 | -1.5 | -10 | -2 | -0.5
- COc1cc(C(=O)N(C)C2CCCN(Cc3ccccc3F)C2)cc(OC)c1OC (stereo not drawn)
    1 | 1 | -0.6 | 0.3 | -1.3 | 4 | -7 | -0.1 | 0 | -3 | 0.0
- COc1ccc(NC(=O)NS(=O)(=O)c2ccc(C)cc2)cc1OC
    0 | -21 | 1.2 | -2.6 | -0.9 | -4 | -6 | -1.2 | -29 | -1 | -1.2
- COc1cc(C2NC(=O)NC(c3ccccc3)=C2C(C)=O)c(Br)cc1OCC(N)=O (stereo not drawn)
    -1 | 1 | 0.7 | 0.8 | -1.1 | 0 | 3 | -1.3 | -7 | -4 | 0.0

Screening results from PubChem.
